RSV antiviral HEp-2 – RSV antiviral activity via CPE protection, HEp-2 cells, primary 10 µM value included (AID 2391); HEp-2 cells, RSV-induced CPE inhibition; higher % means a stronger effect; one-dose CPE inhibition, % at 10 µM; IC50 in µM for titrated hits; actives 0.13% (n = 310,000); in the data active = a potency from the dose series; inconclusive = CPE inhibition mostly from about 23% at the one dose, without a potency; inactive = the rest, 99 in 100 with CPE inhibition below about 21%; also: strong numbers were not always called active
PhoP inhibition – inhibitors of PhoP regulon expression, primary screen, Salmonella Typhimurium, GFP reporter (AID 1863). one-dose inhibition, % at 50 µM; IC50 in µM for titrated hits. actives 0.16% (n = 300,000). S. Typhimurium PhoP-regulated promoter GFP reporter, 4 h; higher % means a stronger effect;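 active = inhibition over 29.93%, a cutoff 3 SD above the screen mean, later confirmed by dose response; inconclusive = inhibition over 29.93% but no dose response follow-up; inactive = inhibition at most 29.93% or unconfirmed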;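 also: 0% = low Mg2+ inducing control and 100% = high Mg2+ repressing control; strong numbers were not always called active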
PMI inhibitors – inhibitors of human PMI, primary screen, biochemical, fluorescence intensity, coupled assay (AID 1209) | purified PMI enzyme, coupled fluorescence intensity; higher % means a stronger effect | one-dose inhibition, % at 20 µM; IC50 in µM for titrated hits | actives 0.42% (n = 190,000);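 also: plate controls were DMSO vehicle for no effect and wells lacking substrate for full effect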
PMI inhibition – human PMI inhibitors, high substrate, primary screen, biochemical, fluorescence intensity, high mannose 6-phosphate (AID 1220). Mannose-6-phosphate isomerase (Homo sapiens). recombinant PMI enzyme, coupled fluorescence intensity; higher % means a stronger effect. one-dose inhibition, % at 20 µM; IC50 in µM for titrated hits. actives 0.66% (n = 190,000)
XIAP displacement – XIAP antagonists, biochemical, IAP family, fluorescence polarization (AID 1018) | XIAP BIR domain, fluorescence polarization peptide displacement; higher % means a stronger effect | E3 ubiquitin-protein ligase XIAP (Homo sapiens) | actives 0.007% (n = 200,000) | displacement, % at 20 µM; hits with a dose series show IC50 in µM; in the data active = displacement above about 50%; also: a part of the inactive calls stands beside numbers as strong as those of hits
TNAP activators – human TNAP enzyme activators, primary screen, biochemical, luminescent, no phosphate acceptor, uHTS (AID 1001); Alkaline phosphatase, tissue-nonspecific isozyme (Homo sapiens); purified TNAP, luminescent activation assay, no phosphate acceptor; higher activation fold means a stronger effect; activation fold at 20 µM, or EC50 in µM where a hit was titrated; actives 0.03% (n = 200,000); in the data active = activation fold from about 3, or a potency from the dose series; inactive = the rest, 99 in 100 with activation fold below about 1.6; also: many of its hits are not listed in these tables
WT yeast gro inh – growth inhibition of WT strain, primary screen, mitochondrial fusion inhibitor project, WT and mutant strains, chemical genetic; mitochondrial fusion phenotypic screen; inhibition, % at 10 µM; actives 2.1% (n = 190,000); AID 1362, 2008; in the data active = inhibition above about 58%; tested in S. cerevisiae
Siah-1 displacement – Siah-1 peptide-binding antagonists, primary screen, biochemical, fluorescence polarization, rhodamine-plectin, uHTS (AID 1817). Siah-1 / rhodamine-plectin peptide fluorescence polarization; higher % means a stronger effect. displacement, % at 20 µM, or IC50 in µM where a hit was titrated. actives 0.02% (n = 290,000);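 active = displacement of at least 50% at 20 µM, with a fluorescence ratio check between 0.3 and a set limit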;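 also: plate controls were Siah plus tracer with DMSO for no effect and tracer alone without Siah for full effect; strong numbers were not always called active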
Myeloid diff MLP – induction of myeloid progenitor differentiation, primary screen, cell-based, flow cytometry, MLPCN library; actives 1% (n = 360,000); calls only at 10 µM; AID 624256, 2012; ER-HoxA9 myeloid progenitors, lysozyme-GFP differentiation;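 active = normalized GFP-positive differentiation at or above the plate's own cutoff, the solvent-only control mean plus 3 SD; inconclusive = no clear call, values can overlap the other calls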;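 also: cells exposed to compound for four days before flow analysis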
WT yeast gro inh mutant strain – recorded beside WT yeast gro inh, whose call it bears; inhibition, %; mitochondrial fusion phenotypic screen, mutant strain inhibition
Myeloid diff MLP GFP+ MAC1+ % – further read-out of Myeloid diff MLP, marked with its call; GFP+ MAC1+ double positive, %; measured here: differentiation confirmed by MAC1 staining
Numbers without * were called inactive; i = inactive; ? = inconclusive; . = no result given; & = joins results of further samples. Rule as the data show it, unless noted: active = inhibition above about 50%; inactive = the rest.

SMILES | RSV antiviral HEp-2 | PhoP inhibition | PMI inhibitors | PMI inhibition | XIAP displacement | TNAP activators | WT yeast gro inh | WT yeast gro inh mutant strain | Siah-1 displacement | Myeloid diff MLP | Myeloid diff MLP GFP+ MAC1+ %
Cc1cc(C)n(-c2nc3ccccc3c(=O)n2OCC(N)=O)n1 | 1.5% | -9% | 4% | -2% | -3.4% | 1.1 | 21 | 8 | -4% | i | 3.3
Cc1ccc(Sc2ccc(CO)cc2[N+](=O)[O-])cc1 | 5.6% | -6% | -10% | -14% | -8.4% | 0.9 | 14 | 10 | -5% | i | 0.2
CC1CCCCN1Cc1nc2c(c(=O)n(C)c(=O)n2C)n1CCc1ccccc1 (stereo not given) | 0.9% | -6% | 8% | 3% | -2.4% | 1.1 | -8 | 5 | -2% | i | 0.7
CC1=Nc2ccc(C)cc2/C1=C/c1c(N)n2c(S(=O)(=O)C(C)C)nsc2nc1=O | . | -12% | -8% | 2% | -5.2% | 1 | 2 | -15 | 1% | i | 0.1
COc1ccc2c(c1)-c1c(ssc1=S)C(C)(C)N2 | 2.5% | -3% | 3% | 14% | -7.5% | 0.9 | 12 | 22 | -6% | i | 0.7
Cc1ccsc1C(=O)NC1CCCN(Cc2ccc(Cl)cc2)C1 (stereo not given) | 0.7% | 9% | . | . | . | . | . | . | 0% | i | 0.3
O=C(Nc1ccccc1)N1CCn2c1nc1ccccc12 | 6.0% | -1% | 7% | 3% | 2.2% | 1.1 | -7 | 10 | 3% | i | 1.5
O=C(C(Cc1ccccc1)n1cccc1)N1CCCCC1 (stereo not given) | -1.3% | -2% | 1% | -2% | 0.0% | 1.1 | -6 | -1 | -1% | i | 1.0
Cc1cc(S(=O)(=O)NC2CCCC2)ccc1F | 4.2% | 2% | 10% | 8% | -4.6% | 1.1 | -14 | -23 | -2% | i | 0.7
O=C(Cc1ccc(S(=O)(=O)N2CCOCC2)s1)N1CCN(c2cccc(C(F)(F)F)c2)CC1 | 11% | -1% | . | . | . | . | . | . | 0% | i | 1.4
O=C(N/C(=C\c1ccco1)C(=O)N1CCOCC1)c1ccco1 | 1.6% | -9% | 1% | 16% | -10% | 1.1 | 1 | 2 | 5% | i | 0.2
CCOC(=O)C1=C(N2CCCCC2)c2cc3c(n2C1=O)CCCC3 | 5.1% | -6% | -8% | 3% | -16% | 0.9 | 4 | -5 | -1% | i | 1.0
Cc1ccc(-n2ncc3c2ncn2c(C)nnc32)cc1C | 3.9% | -1% | -13% | -12% | -0.6% | 0.2 | 7 | 16 | 3% | i | 2.0
CCc1n(CC(O)COC2CCCCC2)c2ccccc2[n+]1C (stereo not given) | -0.3% | 0% | 15% | 16% | -10% | 1 | 13 | 9 | -3% | i | 1.3
O=C(Nc1ccc(S(=O)(=O)NCC2CCCO2)cc1)c1cnccn1 (stereo not given) | 1.8% | -1% | . | . | -2.7% | 1 | 0 | -1 | 10% | i | 0.4
COc1ccc(-c2nonc2NC(=O)c2oc3ccc(F)cc3c2C)cc1OC | 0.5% | -2% | . | . | . | . | . | . | -1% | i | 0.0
CC(C)C(=O)N(Cc1ccc2c(c1)OCO2)Cc1ccccn1 | 0.0% | -9% | -6% | -3% | -0.9% | 1.1 | -1 | 8 | 5% | i | 7.3
CCN1CCN(CC(O)COc2ccc(C)c(C)c2)CC1 (stereo not given) | 0.7% | -5% | 3% | 1% | -3.2% | 1 | 5 | -19 | 0% | i | 0.9&0.2
CC1(C)C([N+](=O)[O-])C(c2ccccc2O)NC(c2ccccc2O)C1[N+](=O)[O-] (stereo not given) | -2.1% | 0% | 17% | -1% | -1.3% | 1.1 | -7 | 6 | 0% | i | 0.2
CCC(C(=O)Nc1cccc(C(=O)O)c1C)c1ccccc1 (stereo not given) | 0.0% | -5% | 3% | 7% | 0.4% | 1.1 | -1 | 7 | 8% | i | 0.6
Cc1ccccc1NC(=O)Nc1nnc(Cc2ccc([N+](=O)[O-])cc2)s1 | -0.4% | -9% | 9% | 0% | -5.8% | 1.1 | -2 | 12 | 3% | i | 1.4
Cc1ccc(C(=O)N/C(=C/c2cccc([N+](=O)[O-])c2)C(=O)NCC2CCCO2)cc1 (stereo not given) | 13% | 4% | -10% | -13% | -4.3% | 1.1 | -8 | -6 | -6% | i | 0.1
COc1ccc(OC(=O)NCCc2ccccc2)cc1 | 2.3% | -8% | . | . | . | . | . | . | 17% | i | 0.3
[O-][N+]1=C2CCC/C(=N\O)C2=NC12CCCCC2 | -0.6% | . | 2% | 4% | -6.1% | 1.2 | . | . | 0% | i | 4.8
Nc1c(C(=O)OCC2CCCO2)c2nc3ccccc3nc2n1-c1ccc2c(c1)OCCO2 (stereo not given) | -0.2% | -1% | 14% | 3% | 2.8% | 1 | -9 | -12 | -3% | . | .

New compounds follow
SMILES | RSV antiviral HEp-2 | PhoP inhibition | PMI inhibitors | PMI inhibition | XIAP displacement | TNAP activators | WT yeast gro inh | WT yeast gro inh mutant strain | Siah-1 displacement | Myeloid diff MLP | Myeloid diff MLP GFP+ MAC1+ %
COc1ccccc1-n1cc(CN2CCN(CC(C)C)C(CCO)C2)cn1 (stereo not given) | -2.4% | . | 2% | -2% | -6.7% | 1.2 | -2 | -4 | 17% | i | 1.2
CCc1c(C)c2cc(Cl)c(O)c(CN3CCCCC3)c2oc1=O | 0.6% | 22% | -3% | 0% | -14% | 1.2 | 1 | 10 | 2% | i | 1.0
COc1cccc(NC(=O)Nc2cccnc2)c1 | 0.2% | -2% | 18% | 15% | 0.4% | 1 | -13 | -2 | 0% | i | 0.6
CCS(=O)(=O)Nc1cc(-c2nc3cccnc3s2)ccc1C | 6.0% | 4% | -4% | -10% | -4.2% | 1.1 | 4 | 3 | -1% | i | 1.7
Cc1cccc(C)c1NC(=O)CSCc1cccc(CSCC(=O)Nc2c(C)cccc2C)n1 | 4.9% | -17% | -6% | -5% | -5.5% | 1.1 | -17 | 11 | -3% | i | 0.3
COc1ccc(-c2cnnn2-c2ccc(NC(=O)/C=C/c3ccc(OC)c(OC)c3)cc2)cc1 | 5.4% | 11% | 14% | 6% | -4.0% | 1.2 | 9 | 16 | -1% | i | 1.0
O=C(O)Cn1cc(/C=C2\SC(=O)N(c3ccccc3)C2=O)c2ccccc21 | 1.3% | -3% | -3% | -2% | -2.8% | 1 | 2 | 8 | 1% | i | 0.8
C/C(N)=C(/C#N)C(=O)CSc1nnnn1-c1ccc(C)cc1 | 4.6% | 16% | -2% | 6% | -5.1% | 1 | 5 | -7 | -2% | i | 6.3
CCOC(=O)c1c(-c2ccccc2)oc2ccc(O)c(CN3CCOCC3)c12 | 18% | -5% | 12% | 15% | -4.1% | 1.1 | 31 | 22 | -1% | i | 2.3
CCC(=O)N(Cc1cc2cc(OC)ccc2[nH]c1=O)c1cccc(C)c1 | 1.3% | 0% | -8% | 4% | -6.2% | 1.1 | 9 | 15 | 7% | i | 1.2
COc1ccccc1NC(=O)Nc1ccnn1Cc1cccs1 | 4.8% | -1% | -7% | 8% | -9.5% | 1 | 10 | 9 | -1% | i | 0.3
COc1cc(CNCc2ccccn2)ccc1OCc1cccc(Cl)c1 | 7.9% | 6% | -19% | -17% | -4.7% | 1.1 | -5 | 2 | 1% | ? | .
O=S1(=O)[C@H]2C[C@@H]3C=C[C@]2(CN1Cc1ccc(C(F)(F)F)cc1)O3 | -0.4% | -1% | . | . | . | . | . | . | 3% | i | 2.9
Cc1c(NC(=O)c2ccc(S(=O)(=O)N3CCOCC3)cc2)c(=O)n(-c2ccccc2)n1C | 0.3% | -8% | . | . | . | . | . | . | 2% | i | 0.2
O=C(CN(C(=O)CCC(=O)Nc1nccs1)c1cccc(F)c1)NCc1ccc(F)cc1 | 1.8% | -2% | . | . | . | . | . | . | -1% | i | 0.6
CCCNC(=O)Cn1nc(C(F)(F)F)c2c1CCCC2 | -0.3% | 0% | 5% | -1% | -2.7% | 1.1 | -2 | -6 | 3% | i | 1.7
O=C(Nc1ccccc1Cl)c1cc(S(=O)(=O)N2CCCC(C(=O)O)C2)ccc1F (stereo not given) | 0.9% | 1% | 2% | -5% | -13% | 1.1 | -4 | -9 | 0% | i | 8.0
Cc1ccc(S(=O)(=O)Nc2ccccc2C(=O)N2CCCCC2)cc1 | 1.5% | 0% | . | . | . | . | . | . | 2% | i | 0.7
CC(=O)NC(Cc1cc(C)ccc1C)C(=O)N1CCN(C(=O)c2ccccc2Br)CC1 (stereo not given) | 0.4% | 2% | 0% | -3% | -2.3% | 1.1 | -13 | -25 | 2% | i | 0.5
COc1ccc(C2Nc3ccccc3C(=O)N2NS(=O)(=O)c2ccccc2)cc1 (stereo not given) | -2.0% | 2% | -6% | 5% | -4.4% | 1 | -9 | -1 | -1% | i | 0.1
COCCN(C(=O)CSc1nc2ccccc2c(=O)n1CCOC)c1c(N)n(Cc2ccccc2)c(=O)[nH]c1=O | -0.1% | -6% | -14% | -7% | -8.5% | 1.1 | 15 | 19 | 1% | i | 0.3
CCCOc1nc2c(c(=O)n(C)c(=O)n2C)n1CCC | 0.2% | -11% | -8% | -8% | 0.4% | 1.1 | 5 | -18 | -1% | i | 6.8
CC(C)CC1NC(=O)N(CC(=O)Nc2ccccc2-c2ccccc2)C1=O (stereo not given) | 7.6% | 1% | -3% | 7% | -8.0% | 1.1 | 0 | 10 | 4% | i | 0.5
Cc1cc(C)n(CC(=O)N2c3ccccc3Sc3ccccc32)n1 | 0.2% | -11% | 6% | 0% | 0.4% | 1 | 9 | 10 | -2% | i | 1.3
C=CCN1CC(c2nc3ccccc3n2CCOc2ccccc2)CC1=O (stereo not given) | 0.6% | 0% | -18% | -10% | -6.8% | 1.1 | -20 | -28 | -5% | i | 0.9

Individual results from the entries so far.
COc1ccc(C2Nc3ccccc3C(=O)N2NS(=O)(=O)c2ccccc2)cc1 (stereo not given) in WT yeast gro inh: -9
CCc1n(CC(O)COC2CCCCC2)c2ccccc2[n+]1C (stereo not given) in Myeloid diff MLP GFP+ MAC1+ %: 1.3

Structural class, those above containing an NH in an aromatic ring (2)
SMILES | RSV antiviral HEp-2 | PhoP inhibition | PMI inhibitors | PMI inhibition | XIAP displacement | TNAP activators | WT yeast gro inh | WT yeast gro inh mutant strain | Siah-1 displacement | Myeloid diff MLP | Myeloid diff MLP GFP+ MAC1+ %
CCC(=O)N(Cc1cc2cc(OC)ccc2[nH]c1=O)c1cccc(C)c1 | 1.3% | 0% | -8% | 4% | -6.2% | 1.1 | 9 | 15 | 7% | i | 1.2
COCCN(C(=O)CSc1nc2ccccc2c(=O)n1CCOC)c1c(N)n(Cc2ccccc2)c(=O)[nH]c1=O | -0.1% | -6% | -14% | -7% | -8.5% | 1.1 | 15 | 19 | 1% | i | 0.3
